# Bioassay records: PubChem BioAssay, several laboratories
# Tb hexokinase – T. brucei hexokinase 1 inhibition; inhibition, % at 10 µM; recombinant TbHK1, G6PDH-coupled NADH A340; 220,000 tested, 0.11% active;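 active = inhibition of 50% or more in the single-dose primary screen; inactive = inhibition below 50%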
# PGE2 EP2 inh – EP2 receptor (human) inhibition | P43116 | C6 glioma cells expressing human EP2, cAMP TR-FRET; cells stimulated with saturating PGE2 | inhibition, % at 25 µM | 260,000 tested, 0.52% active | AID 1422;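 active = percent inhibition above 40 after rounding to a whole number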;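 note: rat C6 glioma host cells with rolipram phosphodiesterase inhibitor present; the protocol text gives 20 µM as final concentration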
# p97 inhibitor – human p97 ATPase inhibition; P55072; recombinant p97 ATPase, Kinase-Glo ATP luminescence, 3 h; inhibition, % at 8 µM; 220,000 tested, 0.42% active; AID 1481; in the data active = inhibition above about 15%;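 note: 0% = DMSO vehicle and 100% = wells lacking enzyme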
# Target sequence (P55072 whole entry, looked up): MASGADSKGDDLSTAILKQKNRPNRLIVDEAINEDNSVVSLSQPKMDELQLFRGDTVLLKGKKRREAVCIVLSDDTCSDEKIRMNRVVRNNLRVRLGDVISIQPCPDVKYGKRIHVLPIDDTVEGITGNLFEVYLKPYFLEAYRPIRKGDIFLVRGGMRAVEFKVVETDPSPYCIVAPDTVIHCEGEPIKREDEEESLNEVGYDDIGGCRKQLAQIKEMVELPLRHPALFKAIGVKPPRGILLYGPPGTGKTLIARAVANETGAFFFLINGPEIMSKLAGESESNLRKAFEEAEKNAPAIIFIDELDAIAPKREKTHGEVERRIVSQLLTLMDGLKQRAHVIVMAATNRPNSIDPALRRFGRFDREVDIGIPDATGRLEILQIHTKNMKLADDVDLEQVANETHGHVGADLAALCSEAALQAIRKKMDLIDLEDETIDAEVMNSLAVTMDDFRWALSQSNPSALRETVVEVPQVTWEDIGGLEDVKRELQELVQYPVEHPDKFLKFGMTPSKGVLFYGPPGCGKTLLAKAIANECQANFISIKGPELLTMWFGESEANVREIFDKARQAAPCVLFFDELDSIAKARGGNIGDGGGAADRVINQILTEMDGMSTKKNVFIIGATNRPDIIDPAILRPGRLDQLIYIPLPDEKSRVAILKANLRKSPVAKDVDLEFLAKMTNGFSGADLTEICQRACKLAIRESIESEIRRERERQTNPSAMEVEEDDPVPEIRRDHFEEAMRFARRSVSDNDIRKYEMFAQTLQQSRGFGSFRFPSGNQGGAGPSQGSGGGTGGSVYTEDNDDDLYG
# BaF3 tox – reduces parental Ba/F3 cell viability, JAK2V617F counter-screen. CellTiter-Glo ATP luminescence. inhibition, % at 5.6 µM. 220,000 tested, 1.1% active. AID 1486;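 active = inhibition above a per-campaign cutoff, the mean inhibition of all tested compounds plus 3 SD, cut at about 27% in these data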;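 note: 0% = DMSO wells and 100% = JAK Inhibitor I control wells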
# Furin inhibitor – human furin inhibition | purified furin, fluorogenic substrate cleavage | inhibition, % at 30 µM | 220,000 tested, 0.061% active | AID 463115; in the data active = inhibition above about 25%; note: inactives centre near -15
# PPC-1+TRAIL kill – kills PPC-1 cancer cells in the presence of TRAIL; PPC-1 cells + TRAIL, ATPLite viability luminescence; cell killing (% activity), % at 4 µM; 220,000 tested, 0.41% active; AID 1443;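 active = cell killing above 50% in the first pass at 4 µM, then a duplicate retest at 5 µM averaging 50% or more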;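 note: plate controls were cells with TRAIL plus DMSO for no effect and medium-only wells lacking cells for full effect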
# RBBP9 inh – inhibitors of human serine hydrolase RBBP9. 220,000 tested, 0.2% active. recombinant RBBP9, FP-Rh probe fluorescence polarization. inhibition, % at 7.94 µM;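 active = inhibition above the campaign mean of all tested compounds plus 3 SD, cut at about 14% in these data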;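 note: plate controls were DMSO wells with RBBP9 for no effect and wells lacking RBBP9 protein for full effect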
#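 Assay system: recombinant human RBBP9; Reagent: Serine-hydrolase probe FP-Rh, 375 nM pre-mixing; Doses: 7.94 µM single dose, 0.794% DMSO; Incubation: 30 min then 45 min, 25 °C; Detection: fluorescence polarization (mP), excitation 525 nm, emission 598 nm; Evaluation: percent inhibition from mP, scaled between DMSO and no-protein wells.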
# p47phox inh – inhibitors of human p47phox binding; p47phox/p22phox peptide binding, fluorescence polarization, 2 h; inhibition, % at 24.7 µM; 220,000 tested, 0.53% active; AID 1274;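 active = inhibition above about 30%, limit read from the data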;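 note: 0% = p47phox with labelled peptide and 100% = labelled peptide alone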
# Ba/F3 V617F tox – reduce viability of Ba/F3 cells dependent on JAK2V617F; Ba/F3 EpoR-JAK2V617F viability, ATP luminescence; inhibition, % at 5.6 µM; 220,000 tested, 1.1% active; AID 1446;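 active = inhibition above the campaign mean plus 3 SD over all tested compounds, cut at about 24% in these data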;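 note: cytokine-independent growth of Ba/F3 cells driven by EpoR plus mutant JAK2; 0% = DMSO-treated cells and 100% = JAK inhibitor I control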
# The depositor's hits bear a star; . = not tested or not shown; & = joins results of further samples; [ ] = dose if it differs, or a comment. These rows are one share of the data (hit frequency here may not be typical).
SMILES,Tb hexokinase,PGE2 EP2 inh,p97 inhibitor,BaF3 tox,Furin inhibitor,PPC-1+TRAIL kill,RBBP9 inh,p47phox inh,Ba/F3 V617F tox
Cc1c(O)c(=O)ccn1Cc1ccccc1,3,15,7,1,-19,-4,-5,-4,-2
O=C(NCCc1cn2ccsc2n1)c1cccs1,0,15,5,7,-5,18,-9,-12,-1
COc1cccc(C(=O)SC2=NCCS2)c1,4,7,0,7,-18,-11,-10,10,2
C=C(C)C(=O)NC1=NN(c2ccccc2)C(=O)C1,4,6,2,4,-23,-2,-9,-6,-3
CSc1ccccc1NC(=S)Nc1ccccc1C(F)(F)F,-6,6,4,2,-18[20 µM],12,1,-4,2
CC(C)C(=O)Nc1ccc(O)c(-c2csc(N)n2)c1,-2,16,3,0,-2,.,3,2,-2
C#CCSc1nnc(-c2c[nH]c3ccccc23)n1C,-3,19,5,48*,-32,14,-2,-6,30*
COc1cccc(C(=O)NC(=S)Nc2ccc(N3CCCC3)cc2)c1,1,9,0,-2,-12[20 µM],5,-8,-18,-2
O=C1c2ccccc2C(=O)N1CSc1nnc2c3ccccc3n(CCc3ccccc3)c2n1,14,19,0,-2,-18[20 µM],6,-12,-11,-3
Cn1nc(C(F)(F)F)c(C(=O)Nc2ccc(Cl)cc2)c1Cl,-3,10,5,3,-14[20 µM],-11,-5,-2,-4
CN(/N=C/c1ccc(Cl)cc1Cl)c1ncc(Cl)cc1C(F)(F)F,-30,10,7,1,-4,-3,-6,2,-1
Cc1cccc2cncc(OCc3nnc(SC(F)F)n3C)c12,-2,2,0,8,-32,-1,3,2,3
O=C(Nc1ccccc1F)C1CCN(C(=O)Cc2ccccc2)CC1,-1,15,4,5,-12[20 µM],9,1,-9,0
COC(=O)c1cc2c(s1)CS(=O)C2 (stereo not given),-6,4,0,-1,-33,.,-3,-11,0
Cc1nn(-c2ccccc2)c(Cl)c1/C=N/Nc1nc2ccccc2n1C,-14,7,1,6,-29,28,-4,0,1
COc1ccccc1/C=C/C(=O)OCC(=O)Nc1c(F)cccc1F,-3,16,0,7,-35,0,-4,-7,1
Fc1ccc(CN2CCCCCCC2)cc1F,2,7,1,3,-31,8,4,-4,-2
O=C(Cc1cccs1)N/N=C/C=C/c1ccccc1,-11,9,5,5,-25,-10,-1,-7,1
NNC(=S)NCCc1ccccc1,1,7,2,0,-18,-6,1,3,-6
O=C(NCCCCNC(=O)c1ccco1)c1ccco1,-2,7&10,0,2,-31,-10,-6,-10,0
O=C(Nc1ccc(Cl)c(Cl)c1)Nc1nnc(-c2ccncc2)s1,41,15&2,-2,9,-2,11,-3,-23,4
OC1(c2cccc(C(F)(F)F)c2)CCN(c2ncnc3c2[nH]c2ccc(F)cc23)CC1,-9,.,11,35*,-12,23,-11,-29,20
O=C1CSC(=S)N1Cc1cccnc1,11,16,6,2,-14,8,-21,-65,3
COC(=O)c1cc(NC(=O)c2cc(C(C)(C)C)nn2Cc2ccc(F)cc2)ccc1N1CCOCC1,-26,4,-8,-1,-18,21,-14,-10,-1
COc1ccc(C(=O)NCc2c(CC(C)C)oc(C)c2C(=O)O)cc1,8,21,-9,3,-9[20 µM],10,-8,-7,0

# Reformatted tab-delimited: 16 of the compounds above
SMILES	Tb hexokinase	PGE2 EP2 inh	p97 inhibitor	BaF3 tox	Furin inhibitor	PPC-1+TRAIL kill	RBBP9 inh	p47phox inh	Ba/F3 V617F tox
Cc1c(O)c(=O)ccn1Cc1ccccc1	3	15	7	1	-19	-4	-5	-4	-2
O=C(NCCc1cn2ccsc2n1)c1cccs1	0	15	5	7	-5	18	-9	-12	-1
COc1cccc(C(=O)SC2=NCCS2)c1	4	7	0	7	-18	-11	-10	10	2
C=C(C)C(=O)NC1=NN(c2ccccc2)C(=O)C1	4	6	2	4	-23	-2	-9	-6	-3
CSc1ccccc1NC(=S)Nc1ccccc1C(F)(F)F	-6	6	4	2	-18[20 µM]	12	1	-4	2
CC(C)C(=O)Nc1ccc(O)c(-c2csc(N)n2)c1	-2	16	3	0	-2	.	3	2	-2
C#CCSc1nnc(-c2c[nH]c3ccccc23)n1C	-3	19	5	48*	-32	14	-2	-6	30*
COc1cccc(C(=O)NC(=S)Nc2ccc(N3CCCC3)cc2)c1	1	9	0	-2	-12[20 µM]	5	-8	-18	-2
O=C1c2ccccc2C(=O)N1CSc1nnc2c3ccccc3n(CCc3ccccc3)c2n1	14	19	0	-2	-18[20 µM]	6	-12	-11	-3
Cn1nc(C(F)(F)F)c(C(=O)Nc2ccc(Cl)cc2)c1Cl	-3	10	5	3	-14[20 µM]	-11	-5	-2	-4
CN(/N=C/c1ccc(Cl)cc1Cl)c1ncc(Cl)cc1C(F)(F)F	-30	10	7	1	-4	-3	-6	2	-1
Cc1cccc2cncc(OCc3nnc(SC(F)F)n3C)c12	-2	2	0	8	-32	-1	3	2	3
O=C(Nc1ccccc1F)C1CCN(C(=O)Cc2ccccc2)CC1	-1	15	4	5	-12[20 µM]	9	1	-9	0
COC(=O)c1cc2c(s1)CS(=O)C2 (stereo not given)	-6	4	0	-1	-33	.	-3	-11	0
Cc1nn(-c2ccccc2)c(Cl)c1/C=N/Nc1nc2ccccc2n1C	-14	7	1	6	-29	28	-4	0	1
COc1ccccc1/C=C/C(=O)OCC(=O)Nc1c(F)cccc1F	-3	16	0	7	-35	0	-4	-7	1

# Later entries
SMILES,Tb hexokinase,PGE2 EP2 inh,p97 inhibitor,BaF3 tox,Furin inhibitor,PPC-1+TRAIL kill,RBBP9 inh,p47phox inh,Ba/F3 V617F tox
CCOc1cc(-c2c(C#N)c(=O)[nH]c3c2c(C)nn3-c2ccc(F)cc2)ccc1O,-4,18,5,2,-5,24,-6,-6,0
CCOc1ccc(-c2nnc(N(CC)C(=O)C3CCC3)s2)cc1,1,16,-6,2,-22[20 µM],11,-9,-4,0
CC(O)Cc1cn(CC(=O)N2CCNCC2)nn1 (stereo not given),0,14,.,.,-31,11,.,5,.
Cc1c(CCOC(=O)c2ccccc2)sc[n+]1Cc1ccccc1,8,7,-5,5,-5,4,-2,-7,3
Cc1ccc(-c2[nH]ncc2/C=N/n2c(C)nc3ccccc3c2=O)cc1,-11,7,4,-2,-10,-4,-1,22,3
CCN(CC)C(=O)CSc1nnc(-c2ccccn2)n1-c1ccc(C)c(C)c1,-3,12,0,2,-15,-4,-2,4,-2
COc1ccc(-c2[nH]c(-c3ccc(F)cc3)nc2SCC(=O)NC2CCCC2)cc1,0,8,3,2,-15,-4,0,-5,-2
COc1ccc2[nH]c(=O)c(C(c3nnnn3CC3CCCO3)N3CCCCC3)cc2c1 (stereo not given),-5,4&7,6,0,-38,-4,-1,-7,-1
CS(=O)(=O)N(CC(=O)N1CCOCC1)c1cccc([N+](=O)[O-])c1,3,4,13,5,-15,3,-5,0,6
NC(Cc1c[nH]c2ccccc12)C(=O)NCc1ccco1 (stereo not given),4,5&3,4,5,-17,-3,1,-2,-3
CC(C)COC(=O)c1ccccc1OC(=O)c1ccncc1,6,3,-10,2,-10,10,-1,3,-1
O=c1c2cc(Cl)cc(Cl)c2nc2n1CCC2,-2,8,2,4,-19,9,-1,-5,1
O=C(NCCCN1CCOCC1)c1ccc(CSCc2cccc(Cl)c2)o1,-2,16,-1,-2,-19,19,-6,7,-2
CCCCC(=O)N/N=C/c1cc([N+](=O)[O-])ccc1N1CCOCC1,-12,4,5,2,-19,14,-5,-6,-5
COc1ccc(NC(=O)CNC(=O)Cn2c(C)cc3ccccc3c2=O)c(OC)c1,-2,5,4,11,-24,-16,0,7,5
COc1ccccc1CN1CCNC(=O)C1CC(=O)NCCc1cnccn1 (stereo not given),4,5,-1,5,-20,-2,-5,12,-1
CCOC(=O)N1CCC(NC(=O)CCS(=O)(=O)c2ccc3c(c2)CCN3C(=O)CC)CC1,27,13,3,6,-9,5,-3,-8,0
Cc1noc(C)c1S(=O)(=O)N1CCCC(C(=O)N2CCN(C3CCCCC3)CC2)C1 (stereo not given),-7,.,0,4,-25,5,0,-9,-2
CCOC(=O)C1=C(CSc2n[nH]c(N)n2)NC(=O)NC1C (stereo not given),6,12,4,4,-25,-17,-6,-13,-4
O=C(COc1cccc2cccnc12)N/N=C/c1cccn1-c1ccc(F)cc1,-15,11,-8,3,5,0,-13,-20,2
Cc1ccc(NC(=S)N(C)C)cc1C,17,5,4,5,-33,6,-4,-9,-3
O=C1c2ccccc2C(=O)N1CSc1nnc(Nc2ccccc2)s1,1,10,1,8,-31,0,3,-12,-2
O=C1c2cccc3cccc(c23)C(=O)N1c1ccc2ncccc2c1,-25,11,0,3,-19[20 µM],17,1,35*,-3
O=C(Cc1cccs1)Nc1cccc(-c2nc3cc4ccccc4cc3[nH]2)c1,-6,117*,-5,4,-15,47,-58,-33,6
COc1ccc(OCC(=O)NNC(=O)c2ccc(-c3ccccc3)cc2)cc1,-9,.,-2,1,-17[20 µM],16,-5,5,1
CCOCCCn1cnc2c3cc(F)ccc3n(C)c2c1=O,-19,7,3,1,-37,16,-2,-11,-3
